Bioassay records deposited in PubChem BioAssay by several laboratories.
GSK3B inh – human GSK3beta kinase inhibition; AID 2097; actives 0.038% (n = 300,000); activity score (negative = inhibition), % at 10 µM; GST-GSK3beta kinase, ADP-Glo luminescence, 60 min; active compounds read low;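 active = more than half of replicate wells score below -50%, meaning over 50% inhibition versus plate controls; inconclusive = some replicates but at most half score below -50%; inactive = no replicate scores below -50%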;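 also: 0% = median DMSO wells and -100% = median GW8510 positive control wells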
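Assay system: GST-fused GSK3beta enzyme, cell-free / Medium: Tris pH 7.5 buffer with MgCl2, DTT, BSA, heparin / Also added: peptide substrate plus 25 µM ATP (final) / Compound: 10 µM single point / Timing: kinase reaction with compound 60 min at room temperature / Detection: ADP-Glo luminescence / Benchmarks: DMSO neutral wells and GW8510 at 20 µM as positive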
HDAC3 inh – blocks human histone deacetylase 3; O15379; recombinant HDAC3, fluorogenic peptide/trypsin coupled, fluorescence; inhibition, % at 8.3 µM; actives 0.15% (n = 320,000); AID 2718; in the data active = inhibition above about 26%, passing the limit was not always enough; inconclusive = no clear call, values can overlap the other calls
Target sequence (O15379 whole entry, looked up): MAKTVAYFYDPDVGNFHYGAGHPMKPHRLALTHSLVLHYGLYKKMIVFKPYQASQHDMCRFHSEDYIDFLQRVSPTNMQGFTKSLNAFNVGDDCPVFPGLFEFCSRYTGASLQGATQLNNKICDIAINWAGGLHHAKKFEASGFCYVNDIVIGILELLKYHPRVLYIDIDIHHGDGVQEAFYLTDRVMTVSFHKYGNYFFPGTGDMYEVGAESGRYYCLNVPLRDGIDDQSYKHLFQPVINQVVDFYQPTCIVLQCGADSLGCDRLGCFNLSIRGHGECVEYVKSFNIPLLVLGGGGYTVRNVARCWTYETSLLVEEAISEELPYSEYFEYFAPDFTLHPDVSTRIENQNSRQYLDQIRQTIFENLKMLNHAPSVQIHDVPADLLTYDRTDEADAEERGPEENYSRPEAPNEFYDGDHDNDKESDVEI
KCNQ1 pot – potentiators or activators of human KCNQ1 potassium channel; CHO-K1 KCNQ1, thallium flux FluxOR fluorescence; active compounds read high; B-score at 10 µM; actives 0.35% (n = 310,000);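 active = fluorescence ratio B-score, a plate-corrected score, at least three library SD, with initial intensity B-score within 5 SD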
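assay system = CHO-K1 cells stably expressing KCNQ1 | medium = assay buffer, equal DMSO in all wells | timing = 37 °C overnight plating, 90-min dark dye load, 20-min compound pretreatment | measured by = kinetic FluxOR thallium fluorescence, 10-s 1-Hz baseline, 110-s post-stimulus read | measure = fluorescence change relative to baseline, converted to B score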
GSK3A inh – inhibitors of human GSK-3 alpha kinase. P49840. ADP-Glo luminescence, 60 min. inhibition, % at 10 µM. actives 0.1% (n = 320,000);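 in the data active = inhibition above about 50%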;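 also: GST-tagged GSK-3 alpha with peptide substrate and 25 µM ATP; 0% = DMSO neutral wells and 100% = GW8510 positive control wells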
KCNK9 inh – human KCNK9 channel inhibition; B-score at 10 µM; HEK293 KCNK9, FluxOR thallium flux fluorescence; active compounds read low; AID 488922; Q9NPC2; actives 1.2% (n = 310,000);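 active = ratio B-score over 3 SD below the library mean, with starting fluorescence within 5 SD of its mean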;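 also: negative B-score means less thallium flux so channel inhibition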
PolyA inhibitor – blocks polyadenylation in yeast reporter cells; S. cerevisiae SKY197-pL101 polyadenylation reporter, beta-gal luminescence; efflux-impaired pdr1/pdr3 knockout yeast; score 100 = 6 SD above DMSO; actives 0.02% (n = 300,000); calls only at 12 µM;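 active = lowest replicate activity score at least 50, where 100 means six control SD above control mean; inconclusive = lowest score under 50 but half or more replicates reach 50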;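 also: yeast exposed to compound for 9 h at 30 °C; higher score means more reporter readthrough which indicates perturbed polyadenylation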
RGS4 act – potentiators or activators of RGS4. actives 0.92% (n = 310,000). AID 463111. B-score at 10 µM. HEK293 M3R/inducible RGS4, carbachol calcium flux Fluo4; active compounds read low;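 active = B-score of the integrated calcium signal more than 4 SD below the library mean, with starting fluorescence not abnormally high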;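 also: negative B-score means reduced calcium response which marks RGS4 activation or potentiation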
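System: HEK293 FlpIn-TREx cells, stable M3R, doxycycline-inducible RGS4. Timing: overnight RGS4 induction, 30 min dye load 37 °C, 20 min compound RT. Also added: carbachol, ECmax concentration. Measured by: Fluo4 fluorescence kinetic imaging of calcium. Evaluation: integrated calcium ratio converted to B score.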
Dyrk1A ADPGlo – blocks rat Dyrk1A kinase activity | Q63470 | ADP-Glo luminescence, NFATc1 peptide | inhibition, % at 12.5 µM | actives 0.43% (n = 310,000) | AID 504441; in the data active = inhibition above about 50%;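 also: plate controls were vehicle with enzyme for no effect and no enzyme for full effect; many of its hits are not listed in these tables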
hERG protect – compounds protecting human hERG from proarrhythmic drug block; Q12809; CHO-hERG, FluxOR thallium flux, dofetilide IC70 present; activation (rescue from dofetilide block), less the hit threshold, % at 10 µM; actives 0.51% (n = 310,000); AID 1511;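 active = activation above the mean of controls blocked by dofetilide plus 5 SD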;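 also: thallium influx through hERG after potassium depolarization seen as dye fluorescence rise; in these data hits start at about 4.7%; inactives centre near -7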
KCNQ1 inh – blocks the human KCNQ1 potassium channel | actives 1.3% (n = 310,000) | B-score at 10 µM | AID 2642 | CHO-K1 KCNQ1, FluxOR thallium flux fluorescence; active compounds read high | P51787;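 active = compounds whose thallium flux B-score, printed positive for inhibition, exceeds three library SD while starting fluorescence stays within three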;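 also: channel opened by potassium depolarization with thallium stimulus after 20 min compound exposure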
KCNK3 inh – human KCNK3 channel inhibition, primary screen | AID 602410 | B-score at 10 µM | actives 0.84% (n = 340,000) | CHO-KCNK3 thallium flux, FluxOR fluorescence; active compounds read low | O14649;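 active = B-score under library mean minus 4 SD, starting fluorescence ratio at most library mean plus 5 SD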;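 also: more negative B-score means stronger inhibition of thallium flux through KCNK3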
Target sequence (O14649 whole entry, looked up): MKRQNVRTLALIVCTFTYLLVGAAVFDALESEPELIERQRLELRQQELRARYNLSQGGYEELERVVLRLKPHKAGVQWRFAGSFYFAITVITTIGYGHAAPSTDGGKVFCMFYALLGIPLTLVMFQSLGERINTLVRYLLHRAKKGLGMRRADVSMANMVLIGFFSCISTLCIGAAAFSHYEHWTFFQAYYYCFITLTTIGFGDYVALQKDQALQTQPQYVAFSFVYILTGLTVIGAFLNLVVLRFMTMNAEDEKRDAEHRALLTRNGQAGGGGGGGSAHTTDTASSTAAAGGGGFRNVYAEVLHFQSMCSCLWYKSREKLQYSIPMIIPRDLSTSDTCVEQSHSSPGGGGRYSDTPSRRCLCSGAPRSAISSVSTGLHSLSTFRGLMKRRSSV
Starred values were filed as active, the others as inactive; i = inactive; ? = inconclusive; · = not tested or not shown. Not all compounds are listed (hit frequency here may not be typical).

SMILES	GSK3B inh	HDAC3 inh	KCNQ1 pot	GSK3A inh	KCNK9 inh	PolyA inhibitor	RGS4 act	Dyrk1A ADPGlo	hERG protect	KCNQ1 inh	KCNK3 inh
COc1cccc(-c2cc(C(F)(F)F)n3ncc(C(=O)O)c3n2)c1	-3	7	i	-2	i	i	i	8	-7	i	i
OC(COC(c1ccc(F)cc1)c1ccc(F)cc1)CN1CCCC1 (configuration not stated)	-2	1	i	16	i	i	i	0	-6	i	i
Cc1ccc(C(=O)n2cnnc2N)cc1	3	44*	i	-1	i	i	i	3	-7	i	i
O=[N+]([O-])c1cccc(N2Cc3ccccc3C2)c1	1	0	i	5	i	i	i	·	-7	i	i
CCOC(=O)c1ccc(NC(=O)CCSCCc2ccccn2)cc1	-4	2	i	-6	i	i	i	-1	-7	i	i
CCOC(=O)C1(Cc2cccc(F)c2)CCN(Cc2cnn(CC)c2C)CC1	-4	-3	i	-2	i	i	i	1	-8	i	i
COc1ccccc1NC(=O)COc1ccc(/C=N/NC(=O)CSCc2ccc(Cl)cc2)cc1	0	2	i	-5	i	i	i	0	-14	i	i
Cc1cccc(C)c1NC(=O)CN(C)C(=O)c1ccccc1Cc1ccccc1	0	·	i	-1	i	i	i	11	-12	i	i
COc1ccc(Cl)cc1NC(=O)NCc1ccccn1	3	2	i	-1	i	i	i	·	-7	i	i
Cc1cccc(C(=O)N(Cc2nc3ccccc3c(=O)[nH]2)C2CCCCC2)c1	0	12	i	0	i	i	i	5	-9	i	i

7 of these compounds in a different format:
canonical_smiles | GSK3B inh | HDAC3 inh | KCNQ1 pot | GSK3A inh | KCNK9 inh | PolyA inhibitor | RGS4 act | Dyrk1A ADPGlo | hERG protect | KCNQ1 inh | KCNK3 inh
COc1cccc(-c2cc(C(F)(F)F)n3ncc(C(=O)O)c3n2)c1 | -3 | 7 | i | -2 | i | i | i | 8 | -7 | i | i
OC(COC(c1ccc(F)cc1)c1ccc(F)cc1)CN1CCCC1 (configuration not stated) | -2 | 1 | i | 16 | i | i | i | 0 | -6 | i | i
Cc1ccc(C(=O)n2cnnc2N)cc1 | 3 | 44* | i | -1 | i | i | i | 3 | -7 | i | i
O=[N+]([O-])c1cccc(N2Cc3ccccc3C2)c1 | 1 | 0 | i | 5 | i | i | i | · | -7 | i | i
CCOC(=O)c1ccc(NC(=O)CCSCCc2ccccn2)cc1 | -4 | 2 | i | -6 | i | i | i | -1 | -7 | i | i
CCOC(=O)C1(Cc2cccc(F)c2)CCN(Cc2cnn(CC)c2C)CC1 | -4 | -3 | i | -2 | i | i | i | 1 | -8 | i | i
COc1ccccc1NC(=O)COc1ccc(/C=N/NC(=O)CSCc2ccc(Cl)cc2)cc1 | 0 | 2 | i | -5 | i | i | i | 0 | -14 | i | i

Going on with the list:
SMILES	GSK3B inh	HDAC3 inh	KCNQ1 pot	GSK3A inh	KCNK9 inh	PolyA inhibitor	RGS4 act	Dyrk1A ADPGlo	hERG protect	KCNQ1 inh	KCNK3 inh
CCc1cc(C)cc(OCCNC(=O)c2ncn[nH]2)c1	0	0	i	0	i	i	i	-2	-1	i	i
Cc1ccc(F)cc1NC(=O)CCC(=O)c1cccs1	-3	-1	i	-4	i	i	i	-10	-4	i	i
COc1cc(NC(=O)Cn2cnc3c(nc4n3CCCCC4)c2=O)cc(OC)c1OC	4	-9	i	2	i	i	i	1	-5	i	i
O=C(/C=C/c1ccco1)N1CCN(c2ccc(F)cc2)CC1	-1	6	i	1	i	i	i	4	-6	i	i
CCc1cccc(NC(=O)c2ccc3c(=O)n4c(nc3c2)CCCCC4)c1	2	-2	i	2	i	i	i	3	-10	i	i
COc1ccc(-n2c(C)nc3sc4c(c3c2=O)CCCC4)cc1	-1	1	i	5	i	i	i	·	-13	i	·
COc1ccc(/C(O)=C2/C(=O)C(=O)N(CCCN(C)C)C2c2ccccc2)cc1OC (configuration not stated)	0	-3	i	-2	i	i	i	-8	-12	i	i
c1ccc(-c2nnc(N3CCOCC3)c3ccccc23)cc1	-3	2	i	2	i	i	i	0	-7	i	i
Cc1ccc(CCNC(=O)C2CCC(=O)N2Cc2cccnc2)cc1 (configuration not stated)	0	4	i	-3	i	i	i	1	-11	i	i
CC(C)N=C(Nc1ccccc1)c1cccnc1	-3	-4	i	3	i	i	i	1	-7	i	i
CCOC(=O)c1c(N)sc2c1CCN(CCc1ccccc1)C2	-4	1	i	0	i	i	i	·	-6	i	i
CCc1c(C)nc2ncnn2c1N1CCCC(C(=O)Nc2ccc(NC(C)=O)cc2)C1 (configuration not stated)	2	-1	i	-3	i	i	i	-1	-12	i	i
COc1ccccc1/C=C(/C(=O)OCC(=O)Nc1ccccc1C(C)C)c1ccccc1	3	-1	i	1	-9.5*	·	i	3	-5	i	i
CSc1nsc(NC(=O)Nc2ccccc2)n1	1	0	i	1	i	i	i	18	-17	i	i
Cc1c(NC(=O)Nc2ccccc2)cccc1[N+](=O)[O-]	-2	-3	i	1	i	i	i	9	-11	i	i
COc1ccc(Cl)cc1N(CC(=O)N1CCCCCC1)S(C)(=O)=O	-2	-5	i	2	i	i	i	1	-6	i	i
O=C(CSCc1c(F)cccc1Cl)NCCSCc1ccco1	1	0	i	-4	i	i	i	4	-15	i	i
COc1cc(SC)ccc1C(=O)NCCc1ccccc1	-3	1	i	-3	i	i	i	-2	-6	i	i
CC12CCC(=O)N1C(C(=O)N1CCN(S(=O)(=O)c3cccc(Cl)c3)CC1)CS2 (configuration not stated)	2	-1	i	1	i	i	i	3	-13	i	i
CCN(CC)S(=O)(=O)c1cccc(NN=c2c(=O)c3ccccc3c2=O)c1	0	-8	i	0	i	i	i	-5	-12	i	i
Cc1onc(-c2ccccc2)c1C(=O)n1cccn1	-30	-1	i	0	i	i	i	-9	-6	i	i
CCC(CC)C(=O)NCCN1CCN(C(=O)C(CC)CC)CC1	-3	8	i	-4	i	i	i	2	-7	i	i
Cc1ccc(OCC(=O)Nc2ccc([N+](=O)[O-])cc2)cc1	1	-1	i	-3	i	i	i	1	-5	i	i
O=C(CCCn1c(=S)[nH]c2cc3c(cc2c1=O)OCO3)N1CCN(c2ccccc2F)CC1	0	15	i	·	i	i	i	-6	-11	i	i
CCC1CCCCN1CCCNC(=O)CSc1nc2nc(C)c(Cc3ccccc3)c(C)n2n1 (configuration not stated)	·	5	i	0	i	i	i	-2	-13	i	i
CCCCCOc1ccc(NC(=O)C(=O)NCC2CCCN2CC)cc1 (configuration not stated)	-1	-2	i	-4	i	i	i	-1	-7	i	i
CCOCCCNC(=O)C(Cc1ccccc1)NS(=O)(=O)c1cccc2nsnc12 (configuration not stated)	-3	3	i	-1	i	·	i	·	-11	i	i
COc1ccc(C)cc1S(=O)(=O)n1cnc(C)c1	2	-5	i	-1	i	i	i	11	0	i	i
O=C(COCc1cc(-c2ccc3c(c2)OCO3)on1)N1CCN(c2cccc(Cl)c2)CC1	2	-14	i	-3	i	i	i	0	-2	i	i
O=C(Cn1cnc2c(nnn2Cc2ccc(F)cc2)c1=O)N1CCCCC1	2	-5	i	-3	i	i	i	3	-11	i	i
COc1ccc(C2=NOC(Cn3nc(C(=O)NCc4ccco4)cc3-c3ccccc3)C2)cc1 (configuration not stated)	-2	-4	i	1	i	i	i	3	-9	i	i
CC1(C)OC(=O)C(=CSc2ccc(C(C)(C)C)cc2)C(=O)O1	-11	-6	i	-2	i	i	i	-3	-5	i	i
CSc1ccccc1NC(=O)CN1CCCCC1C (configuration not stated)	1	?	i	1	i	i	i	-4	-9	i	i
COc1ccc(C(=O)n2nc(-c3ccco3)nc2N)cc1OC	0	·	i	·	i	i	i	1	-1	i	i
Cc1nc2cc(NC(=O)C3COc4ccccc4O3)ccc2s1 (configuration not stated)	0	2	i	-2	i	i	i	·	-9	i	i
CN(C(=O)C1CC1)C1CCS(=O)(=O)C1 (configuration not stated)	-2	3	i	3	i	i	i	8	-2	i	i
CC1CCCN(c2nc3c(c(=O)n(C)c(=O)n3C)n2CCSc2nc3ccccc3o2)C1 (configuration not stated)	-2	1	i	-3	i	i	i	-3	-14	i	i
Cc1cc(/C=C2\NC(=S)NC2=O)c(C)n1-c1cccnc1	-2	3	i	-2	i	i	i	-70	-10	i	i
O=C(c1ccco1)N1CCN(C(=O)C2CCCN(S(=O)(=O)Cc3ccccc3)C2)CC1 (configuration not stated)	6	-3	i	-3	i	i	i	·	-7	i	i
COC(=O)C(CCCCNC(=O)OCc1ccccc1)NC(=O)CN (configuration not stated)	2	2	i	-2	i	i	i	8	-6	i	i
COc1ccc(C(=O)COC(=O)CCN=C2NS(=O)(=O)c3ccccc32)cc1OC	3	4	i	3	i	i	i	11	-22	i	i
CC(=O)Nc1ccc(S(=O)(=O)N2CCN(S(=O)(=O)N3CCCCCC3)CC2)cc1	-1	-5	i	0	i	i	i	·	-11	i	i
COc1ccc(NC(=O)c2ccc3c(=O)n(Cc4ccco4)c(=S)[nH]c3c2)c(OC)c1	-2	7	i	-1	i	i	i	3	-8	i	i
CCOc1ccc(-n2c(C)cc(/C=N\NC(=O)CC(=O)NC3CCCCC3)c2C)cc1	1	5	i	-1	i	i	i	-5	-6	i	i
Cc1ccc(OCCN(C)C(=O)C2CCC(=O)N(CC3CCCCC3)C2)cc1 (configuration not stated)	-3	3	i	-1	i	i	i	1	-4	i	i
CC(C)SCC(=O)Nc1ncc2c(n1)-c1ccccc1CC2	1	-10	i	3	i	i	i	3	-10	i	i
CCCC(=O)N(Cc1cc2cc(C)ccc2[nH]c1=O)c1ccccc1OC	-1	2	i	-2	i	i	i	-1	-4	i	i
COc1ccc(/C=N/NC(=O)c2ccn[nH]2)cc1Cn1nc(C)c([N+](=O)[O-])c1C	5	1	i	1	i	i	i	·	-4	i	i
CCOC(=O)c1c(NC(=O)c2cc(-c3ccc(Cl)s3)nc3ccccc23)sc(C(N)=O)c1C	1	-1	i	-3	i	i	i	-4	-1	i	i
